# DT40 TDP1 no CPT – qHTS for Inhibitors of human tyrosyl-DNA phosphodiesterase 1 (TDP1): qHTS in cells in absence of CPT. Potency, µM (titrated, usually from 46.2 µM), for the others: at the highest dose activity change, negative = growth inhibition, actives largely listed as inhibitors. DT40 Tdp1-/- hTDP1 cells, no CPT, ATP luminescence, 48 h. 420,000 tested, 15% active. AID 686978, 2013; note: nearly all actives have a fitted effect of over 55% in size
#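 Stably hTDP1-transfected Tdp1-null chicken DT40 cells were treated with library compounds minus camptothecin and grown for at least 48 hr at 37 °C, after which cellular ATP was quantified by luminescence.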
# TDP1 cell CPT – qHTS for Inhibitors of human tyrosyl-DNA phosphodiesterase 1 (TDP1): qHTS in cells in presence of CPT | chicken DT40 Tdp1-/-;hTDP1 cells + 20 nM CPT, ATP luminescence, 48 h | Potency, µM (series often up to 46.2 µM), for inactives: at the highest dose activity change, negative = growth inhibition, actives largely listed as inhibitors | 420,000 tested, 12% active | AID 686979, 2013; note: nearly all actives have a fitted effect of over 55% in size
#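 Chicken DT40 Tdp1-/- cells stably complemented with human TDP1 were seeded at 400 cells/well in medium containing 20 nM camptothecin, exposed to pin-transferred compounds, and grown at 37 °C for at least 48 hr. Viability was read as ATP luminescence.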
# TDP1 inh – qHTS Assay for Inhibitors of Tyrosyl-DNA Phosphodiesterase (TDP1); Tyrosyl-DNA phosphodiesterase 1 (Homo sapiens), Q9NUW8; recombinant TDP1, AlphaScreen DNA substrate cleavage; Potency, µM (doses to about 130 µM), inactives show top-dose activity change, negative = inhibition, actives largely listed as inhibitors; 350,000 tested, 0.28% active; AID 485290, 2010; note: nearly all actives have a fitted effect of over 40% in size
# Target sequence (Q9NUW8 whole entry, looked up): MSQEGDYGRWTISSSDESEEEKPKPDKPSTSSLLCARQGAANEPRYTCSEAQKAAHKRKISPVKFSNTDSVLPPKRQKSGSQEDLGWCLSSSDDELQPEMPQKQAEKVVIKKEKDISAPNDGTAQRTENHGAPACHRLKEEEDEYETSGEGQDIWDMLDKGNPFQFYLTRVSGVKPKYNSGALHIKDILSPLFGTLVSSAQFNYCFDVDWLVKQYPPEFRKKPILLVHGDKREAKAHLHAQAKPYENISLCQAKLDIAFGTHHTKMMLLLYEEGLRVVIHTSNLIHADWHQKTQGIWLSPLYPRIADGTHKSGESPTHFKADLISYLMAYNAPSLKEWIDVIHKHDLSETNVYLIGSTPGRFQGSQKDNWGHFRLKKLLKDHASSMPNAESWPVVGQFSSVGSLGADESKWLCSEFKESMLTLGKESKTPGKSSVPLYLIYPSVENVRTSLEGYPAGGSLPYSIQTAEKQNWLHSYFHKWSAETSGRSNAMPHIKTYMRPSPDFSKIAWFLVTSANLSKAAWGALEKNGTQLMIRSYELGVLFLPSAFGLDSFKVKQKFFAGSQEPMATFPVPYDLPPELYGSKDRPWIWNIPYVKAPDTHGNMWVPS
#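 E. coli-derived human Tdp1, 1 nM final. Cpd preinc 15 min RT; substrate 15 nM final, 5 min RT; AS bead mix 10 ug/ml final, 10 min RT. Signal loss = tyrosine-FITC cleavage. No-enzyme wells = max signal.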
# * = called active by the depositor; ? = inconclusive; . = no result given; [ ] = remark or other dose. Calls come from the whole dose curve; as a rule, active = well fitted curve in the direction sought with a large enough effect; inconclusive = small, poorly fitted or top-dose-only effect, or another doubt; inactive = no such curve, though single readings can be large; an effect the other way counts as inactive or inconclusive. % is set by controls: 0 for no effect and ±100 for the full control effect; potency is the fitted concentration of half-maximal effect.
1	COc1ccc(CN2CCNC(=O)C2CC(=O)NC2CC(C)(C)CC(C)(C)C2)cc1OC (stereo not drawn)
2	Cc1ccc(C(=C2C3C=CC2C2C(=O)NC(=O)C32)c2ccc(C)cc2)cc1 (stereo not drawn)
3	Cc1cccc(C(=O)N2CCNC(=O)C2CC(=O)Nc2ccc(F)cc2)c1 (stereo not drawn)
4	Cn1cc(S(=O)(=O)NCc2ccc(Cl)cc2)c(=O)n(C)c1=O
5	CCOC(=O)c1ccc(NC(=O)c2nc[nH]c2C(=O)N2CCc3ccccc3C2)cc1
6	COc1ccc(N=Nc2ccc(O)c(P(=O)(c3ccccc3)c3ccccc3)c2)cc1
7	O=C(c1cnccn1)N(c1ccccc1)C1(C(=O)NC2CCCCC2)CCCCC1
8	CSc1nccc(-c2c(-c3ccc(Cl)cc3)noc2C)n1
assay / compound | 1 | 2 | 3 | 4 | 5 | 6 | 7 | 8
DT40 TDP1 no CPT | ? | -25.1% | 3.6% | -19.0% | 13µM* | ? | -20.0% | ?
TDP1 cell CPT | -6.7% | ? | 5.7% | -11.6% | 11.6µM* | -16.4% | -29.8% | ?
TDP1 inh | 5.9% | 9.0% | 3.2% | 3.1% | 5.0% | 2.6% | 3.1% | .

9	CCNC(=O)C1CCCN(C(=O)c2ccc(C(=O)OC)cc2)CC1 (stereo not drawn)
10	O=C(CSc1nnc(-c2ccccn2)o1)Nc1ccccc1C(F)(F)F
11	Cc1ccc(C2CC(c3ccc(Br)cc3)=NN2C(=O)CSC2=NN3CCCC(=O)N=C3S2)cc1 (stereo not drawn)
12	COc1cccc(N2CCN(C(=O)c3ccc(-c4ccccc4)cc3)CC2)c1
13	O=C(Nc1ccc(Cl)cc1)c1ccc(OC2CSC2)cc1
14	CN(C)c1ccc(NC(=S)c2ccccn2)cc1
15	CCn1c(SCC(=O)NNC(=O)c2ccccc2)nnc1-c1ccco1
16	CNC(=O)c1ccccc1NC(=O)C1CC(=O)N(C(C)C)C1 (stereo not drawn)
assay / compound | 9 | 10 | 11 | 12 | 13 | 14 | 15 | 16
DT40 TDP1 no CPT | -1.6% | -2.3% | ? | 11.6% | 2.8% | 5.17µM* | ? | -12.2%
TDP1 cell CPT | 4.0% | 5.2% | ? | 31.7%[activator] | 3.3% | 4.61µM* | 17.2% | 13.3%
TDP1 inh | . | 1.0%[0.0935 µM] | 4.5% | 0.8% | -2.6% | 8.1% | 4.2% | .

# Reformatted with tabs: entries from further up
cpd	Molecule	DT40 TDP1 no CPT	TDP1 cell CPT	TDP1 inh
11	Cc1ccc(C2CC(c3ccc(Br)cc3)=NN2C(=O)CSC2=NN3CCCC(=O)N=C3S2)cc1 (stereo not drawn)	?	?	4.5%
12	COc1cccc(N2CCN(C(=O)c3ccc(-c4ccccc4)cc3)CC2)c1	11.6%	31.7%[activator]	0.8%
13	O=C(Nc1ccc(Cl)cc1)c1ccc(OC2CSC2)cc1	2.8%	3.3%	-2.6%
14	CN(C)c1ccc(NC(=S)c2ccccn2)cc1	5.17µM*	4.61µM*	8.1%

# (next part)
17	Cc1c(N=Cc2cc(Br)cc(Br)c2O)cccc1C(=O)O
18	Cc1ccc(-n2c(=O)c3c(c4cc(C)ccc4n3C)n(CC(=O)NCCC3=CCCCC3)c2=O)cc1
19	COc1cc(NC(=O)COc2ccccc2Cl)ccc1NC(=O)C(C)C
20	CC(C)N=C(Nc1cccnc1)c1ccccc1
21	CC1=C(C(=O)N2CCOCC2)CC(CC(=O)NCC2CCCCC2)C(=O)N1Cc1ccccc1 (stereo not drawn)
22	CN1CCCN(S(=O)(=O)c2cccc(Cl)c2Cl)CC1
23	CCn1cc(CN2CCCC(C(=O)Nc3cccc(-c4cc5ccccc5[nH]4)c3)C2)c(C)n1 (stereo not drawn)
24	C/C(CCc1oc2ccccc2c1-c1ccc(C)o1)=N/O
assay / compound | 17 | 18 | 19 | 20 | 21 | 22 | 23 | 24
DT40 TDP1 no CPT | ? | -6.2% | ? | 3.5% | -7.6% | -20.1% | ? | 18.4µM*
TDP1 cell CPT | ? | -9.0% | -20.0% | 19.2% | 1.9% | -11.2% | 23.1µM* | ?
TDP1 inh | -2.6% | 5.0% | -8.1% | . | . | 2.5% | 3.0%[56.1 µM] | 11.0%

25	CCCCN1C2=C(C(=O)CCC2)C(c2ccc(Cl)c(Cl)c2)C2=C1c1ccccc1C2=O (stereo not drawn)
26	CC1CCCCN1c1cc2c(cc1F)c(=O)c(S(=O)(=O)c1ccccc1)cn2Cc1ccccc1 (stereo not drawn)
27	COc1ccc(CCNC(=O)c2nnn(CC(=O)Nc3ccccc3)c2N)cc1OC
28	COc1ccc(-c2nc3n(n2)C(c2ccc(O)cc2)C(C(=O)Nc2cccnc2)=C(C)N3)cc1OC (stereo not drawn)
29	Cc1cccc(C)c1NC(=O)c1csc2c1CCCC2
30	CCNC(=O)C1(C)CCN(C(=O)c2ccccc2OC)C1 (stereo not drawn)
31	COc1ccccc1NC(=O)CN1CCN(CC(=O)Nc2cc(C)ccc2OC)CC1
32	O=C(NCc1cccnc1)c1cc(C2CCCCN2C(=O)CCc2ccccc2)on1 (stereo not drawn)
assay / compound | 25 | 26 | 27 | 28 | 29 | 30 | 31 | 32
DT40 TDP1 no CPT | ? | 8.2µM* | -27.4% | 0.4% | 5.17µM* | -23.3% | -28.0% | ?
TDP1 cell CPT | 16.4µM* | 8.2µM* | -14.4% | 4.7% | 3.66µM* | -7.2% | -23.3% | ?
TDP1 inh | 2.1% | 3.7% | -5.9% | . | -4.9% | . | . | .

33	COc1ccc(-c2cn3cccnc3n2)cc1F
34	COc1ccc(C2(CN(C(C)=O)C(C)=O)CCCC2)cc1OC
35	CC1(C)CCCN(C(=O)c2coc(=O)c(Br)c2)C1
36	CCn1c(Cc2cccs2)nnc1SCC(=O)Nc1ccc(OC)c(OC)c1
37	Cc1cc(C)c2c(-n3cccc3)c(C(=O)NCCc3ccc(Cl)cc3)sc2n1
38	C=CCNc1cnn(-c2ccccc2)c(=O)c1Cl
39	CC1CN(S(=O)(=O)c2cccc(C(=O)OCC(=O)Nc3ccc4c(c3)OCO4)c2)CC(C)O1 (stereo not drawn)
40	COc1ccccc1NS(=O)(=O)c1cc(NC(=O)c2ccncc2)ccc1N1CCCC1
assay / compound | 33 | 34 | 35 | 36 | 37 | 38 | 39 | 40
DT40 TDP1 no CPT | -18.4% | ? | 0.82µM* | -17.3% | ? | 11.1% | ? | 20.6µM*
TDP1 cell CPT | 4.4% | ? | 0.92µM* | 1.4% | -15.8% | -1.9% | ? | ?
TDP1 inh | 2.2% | 6.0% | 6.31µM* | 9.4% | 8.6% | -2.4% | 0.9% | 0.0%

41	COc1ccc(CCNC(=O)Nc2nc(CN)cs2)cc1OC
42	CCCCn1c(N)c(N(CC(C)C)C(=O)c2ccc(S(=O)(=O)N3CCCCC3)cc2)c(=O)[nH]c1=O
43	COc1ccc(NC(=O)Cn2ncn3nc(-c4ccc(OC)cc4)cc3c2=O)cc1
44	Cc1ccc(NC(=O)c2cccs2)cc1NC(=O)c1ccccc1Cl
45	Cn1cccc1/C=N/NC(=O)c1ccco1
46	COC(=O)c1[nH]c(C)c(/C(O)=C2\C(=O)C(=O)N(CCN(C)C)C2c2cc(OC)ccc2OC)c1C (stereo not drawn)
47	O=C(Nc1ccc(Br)cc1)C1C2C=CC3(O2)C1C(=O)N(CCN1CCOCC1)C3C(=O)NC1CCCCC1 (stereo not drawn)
48	CC1CC(C)(C)NC(=S)N1CCC(=O)NCc1ccc(F)cc1 (stereo not drawn)
assay / compound | 41 | 42 | 43 | 44 | 45 | 46 | 47 | 48
DT40 TDP1 no CPT | -21.8% | -11.2% | -15.0% | -24.3% | -11.3% | 3.3% | 5.7% | 5.4%
TDP1 cell CPT | ? | -0.5% | -13.3% | -13.5% | 1.5% | -17.7% | 15.3% | 2.1%
TDP1 inh | . | -7.7%[0.505 µM] | -0.7% | . | 5.7% | -1.0% | 1.2% | 1.2%

49	O=C(OCn1ncc(Cl)c(Cl)c1=O)c1ccc(C(F)(F)F)cc1
50	O=C(COC(=O)c1ccc(O)cc1)NC1CCCCCCC1
51	COCCCn1c(SCC(=O)OC2CCCCC2)nnc1-c1ccco1
52	COCCN(C(=O)CSc1nnc(-c2cccc(F)c2)n1N)c1c(N)n(Cc2ccccc2)c(=O)[nH]c1=O
53	COc1cc(NS(=O)(=O)c2ccc(NC(=S)NC(=O)C3CCCC3)cc2)nc(OC)n1
54	COc1ccc(C(NC(=O)C2CCN(CCOc3ccc(Cl)cc3)CC2)c2cccs2)cc1 (stereo not drawn)
55	OCCNCCCCSc1ccc(Cl)cc1
56	CCC(=O)Nc1ccc(C(=O)n2ccc(C)n2)cc1
assay / compound | 49 | 50 | 51 | 52 | 53 | 54 | 55 | 56
DT40 TDP1 no CPT | 5.8µM* | ? | -17.1% | 0.6% | -11.4% | ? | ? | -6.0%
TDP1 cell CPT | 2.91µM* | -13.9% | -10.7% | 9.7% | ? | ? | ? | -6.8%
TDP1 inh | -8.6% | . | 4.9% | 0.4% | 4.7% | . | 2.4% | 3.2%

57	COc1cc(C)c(Cl)cc1S(=O)(=O)N(C)C
58	C=CCSc1nnc(NC(=O)c2cn(CC)c3nc(C)ccc3c2=O)s1
59	CC(C)(C)c1ccc(C(=O)N/C(=C\c2cccs2)C(=O)N2CCOCC2)cc1
60	CCC(CC)C(=O)NCc1ccc(OC)cc1
61	C=CCC1(NCc2ccco2)CCN(CC)CC1
62	COc1cc(-c2cc(C(=O)Nc3ccc(S(=O)(=O)NCc4ccco4)cc3)c3ccccc3n2)cc(OC)c1OC
63	O=C(OC1CC2CC1[C@H]1CCCCN1C2=O)N1CCN(C(=O)c2ccccc2)CC1 (stereo partly drawn)
64	Cn1c(=O)c(C(=O)Nc2ccccc2S(N)(=O)=O)c(O)c2ccccc21
assay / compound | 57 | 58 | 59 | 60 | 61 | 62 | 63 | 64
DT40 TDP1 no CPT | 4.9% | -20.8% | 20.6µM* | -12.6% | 0.2% | 2.91µM* | ? | ?
TDP1 cell CPT | -23.1% | -21.3% | -28.5% | -27.6% | -21.8% | 4.61µM* | 1.8% | ?
TDP1 inh | 3.3% | -5.5% | 11.2% | -8.2% | . | -5.5% | . | 5.1%

65	COc1cc(CNCCO)ccc1OCC(=O)Nc1ccc(Br)cc1
66	CN(C)S(=O)(=O)c1cc(NC(=O)COC(=O)c2nc(Cl)ccc2Cl)ccc1Cl
67	O=C1CN(C(=O)Nc2ccccc2Cl)C(c2ccccc2)c2c(sc3c2CCCC3)N1 (stereo not drawn)
68	CC1(C)CC2CC(C)(CN2S(=O)(=O)c2ccc(F)cc2F)C1 (stereo not drawn)
69	COC(=O)[C@@]12C[C@@H](CC(=O)N3CCCCC3)C(=O)N(Cc3ccccc3)C1=CCC(C)(C)C2
70	O=C(Nc1cccc(C(F)(F)F)c1)Nc1ccc2[nH]c(=O)[nH]c2c1
71	COc1cc(N2CCCC2)c(OC)cc1/C=C(/C#N)c1ccc(Br)cc1
72	COc1nc(-c2ccccc2)nc(C)c1CC(=O)O
assay / compound | 65 | 66 | 67 | 68 | 69 | 70 | 71 | 72
DT40 TDP1 no CPT | -14.2% | -1.0% | ? | 5.8µM* | 18.4µM* | -19.4% | ? | -2.0%
TDP1 cell CPT | ? | -21.9% | 23.1µM* | ? | ? | 23.8% | ? | 11.0%
TDP1 inh | 0.0% | -0.6% | 5.7% | -12.6% | . | . | 8.5% | -2.4%

# Whole records, quoted from the list:
# O=C(NCc1cccnc1)c1cc(C2CCCCN2C(=O)CCc2ccccc2)on1 (stereo not drawn) is listed with DT40 TDP1 no CPT = ?; TDP1 cell CPT = ?; TDP1 inh = .
# COc1ccc(NC(=O)Cn2ncn3nc(-c4ccc(OC)cc4)cc3c2=O)cc1 is listed with DT40 TDP1 no CPT = -15.0%; TDP1 cell CPT = -13.3%; TDP1 inh = -0.7%

# Going on with the list:
73	N#CCC(=O)Nc1ccc(C(=O)Nc2ccc3c(c2)OCO3)cc1
74	COc1ccc(N2CCN(C3C(=O)Nc4ccccc4-n4nnnc43)CC2)cc1 (stereo not drawn)
75	N#Cc1ccccc1Cn1c(-c2cscn2)nc2ccccc21
76	COc1cc(-c2cc3nc4ccccc4n3c(N)c2C#N)cc(OC)c1OC
77	CC(C)=C(NC(=O)c1ccccc1)C(=O)Nc1cccc(C)c1
78	Cc1nn(C(=O)N2CCOCC2)c(C)c1C
assay / compound | 73 | 74 | 75 | 76 | 77 | 78
DT40 TDP1 no CPT | -0.4% | -25.7% | -23.3% | ? | 16.3% | 0.7%
TDP1 cell CPT | -17.2% | -7.8% | -17.0% | ? | 3.3% | -0.4%
TDP1 inh | 1.0% | . | 7.8% | -1.9% | -0.9% | 1.6%[56.1 µM]
